# High-throughput results deposited in PubChem BioAssay by National Center for Advancing Translational Sciences (NCATS).
# APEX1 inh: qHTS Assay for Inhibitors of the Human Apurinic/apyrimidinic Endonuclease 1 (APE1); Potency, µM (doses to about 65.8 µM), for the others: at the highest dose activity change, negative = inhibition, hits mostly inhibitors; DNA repair nuclease/redox regulator APEX1 (Homo sapiens), P27695; 350,000 compounds, 0.35% hits; recombinant APE1, TAMRA/BHQ-2 abasic DNA cleavage fluorescence;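 further: potency means the concentration at half of the fitted maximal effect; plate controls were vehicle for no effect and reference inhibitor for full effect; nearly all actives have a fitted effect of over 55% in size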
# Target sequence (P27695 whole entry, looked up): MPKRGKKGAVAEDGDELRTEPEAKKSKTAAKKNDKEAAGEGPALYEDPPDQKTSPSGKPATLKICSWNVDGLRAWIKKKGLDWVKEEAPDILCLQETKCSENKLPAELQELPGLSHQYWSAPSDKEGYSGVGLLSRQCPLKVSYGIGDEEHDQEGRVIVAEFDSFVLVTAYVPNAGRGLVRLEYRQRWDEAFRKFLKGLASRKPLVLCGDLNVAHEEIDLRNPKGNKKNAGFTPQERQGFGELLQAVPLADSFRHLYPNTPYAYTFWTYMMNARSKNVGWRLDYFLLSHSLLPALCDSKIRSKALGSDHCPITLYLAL
#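 APE1 at 0.75 nM final was preincubated with compound 15 min at room temperature, then 50 nM double-stranded THF abasic-site substrate (5'-TAMRA/3'-BHQ-2) was added. Fluorescence (ex 525/em 598 nm) was read kinetically; third-minus-first read gave activity.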
# BLM inh: qHTS Assay for Inhibitors of Bloom's syndrome helicase (BLM). RecQ-like DNA helicase BLM (Homo sapiens), P54132. recombinant BLM DNA unwinding, fluorescence dequenching. Potency, µM (top dose mostly 56.1 µM), without a hit: at the highest dose activity change, negative = inhibition, usual class: inhibitors. 350,000 compounds, 0.2% hits;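 further: potency means the concentration at half of the fitted maximal effect; plate controls were vehicle for no effect and no enzyme for full effect; nearly all actives have a fitted effect of over 35% in size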
# Pol kappa inh: qHTS for Inhibitors of Polymerase Kappa. DNA polymerase kappa (Homo sapiens), Q9UBT6. purified Pol kappa, fluorescent DNA synthesis assay, 10 min. Potency, µM (top dose mostly 107 µM), without a hit: at the highest dose activity, negative = inhibition, most hits filed as inhibitors. 400,000 compounds, 0.53% hits. AID 588579, 2011; further: potency means the concentration at half of the fitted maximal effect; on the % scale 0 is the no-effect control and ±100 the full control effect
#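 Enzyme at 10 nM met test compounds for 15 min at room temperature. Substrate addition (50 nM final) began the reaction, which was monitored by fluorescence at 0 and 10 min.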
# POLH inh: qHTS for Inhibitors of Polymerase Eta | DNA polymerase eta (Homo sapiens), Q9Y253 | recombinant Pol eta, fluorescent DNA replication assay | Potency, µM (top dose mostly 114 µM), without a hit: top-dose activity change, negative = inhibition, hits mostly inhibitors | 390,000 compounds, 1.2% hits | AID 588591, 2011; further: potency means the concentration at half of the fitted maximal effect; on the % scale 0 is the no-effect control and ±100 the full control effect
# Target sequence (Q9Y253 whole entry, looked up): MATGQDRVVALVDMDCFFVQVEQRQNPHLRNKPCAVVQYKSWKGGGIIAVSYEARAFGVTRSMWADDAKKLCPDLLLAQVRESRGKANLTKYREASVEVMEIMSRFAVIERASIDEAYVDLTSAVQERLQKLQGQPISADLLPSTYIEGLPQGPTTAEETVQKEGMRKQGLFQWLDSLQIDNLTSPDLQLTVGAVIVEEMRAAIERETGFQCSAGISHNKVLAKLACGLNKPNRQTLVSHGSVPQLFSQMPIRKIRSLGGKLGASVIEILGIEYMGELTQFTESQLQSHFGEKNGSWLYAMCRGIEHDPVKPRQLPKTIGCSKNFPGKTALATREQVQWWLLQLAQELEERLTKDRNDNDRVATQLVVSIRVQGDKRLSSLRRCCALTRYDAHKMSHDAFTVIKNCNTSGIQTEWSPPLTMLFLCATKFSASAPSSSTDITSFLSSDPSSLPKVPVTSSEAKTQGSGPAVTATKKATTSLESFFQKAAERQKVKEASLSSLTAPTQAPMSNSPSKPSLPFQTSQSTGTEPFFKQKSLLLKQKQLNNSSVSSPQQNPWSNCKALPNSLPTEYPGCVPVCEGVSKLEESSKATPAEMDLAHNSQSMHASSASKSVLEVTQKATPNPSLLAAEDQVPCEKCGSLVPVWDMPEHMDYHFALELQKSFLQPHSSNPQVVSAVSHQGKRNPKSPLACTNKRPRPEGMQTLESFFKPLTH
#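 Pol eta (10 nM) was preincubated with compounds for 15 min at room temperature, after which fluorescent replication substrate (50 nM final) was added to start the reaction. Fluorescence was read kinetically at 0 and 10 min.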
# Pol beta inh: qHTS Assay for Inhibitors of DNA Polymerase Beta | P06746 | Pol beta primer extension/strand displacement, fluorescence kinetic | Potency, µM (highest dose often 114 µM), for the others: top-dose activity change, negative = inhibition, actives largely listed as inhibitors | 340,000 compounds, 1.3% hits | AID 485314, 2010; further: potency means the concentration at half of the fitted maximal effect; on the % scale 0 is the no-effect control and ±100 the full control effect
#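 Preincubation: enzyme (10 nM) with compound, 15 min, RT. Reaction: substrate added to 50 nM final. Reads: 0 and 10 min. Analysis: normalized, Hill fit.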
# GRP78 ERSR act: qHTS for Inducers of the Endoplasmic Reticulum Stress Response (ERSR) in Human Glioma: qHTS | 420,000 compounds, 0.02% hits | U87-MG GRP78 promoter luciferase reporter, 16 h | AID 602332, 2012 | Potency, µM, without a hit: top-dose activation, actives largely listed as activators; further: potency means the concentration at half of the fitted maximal effect; series mostly up to about 76 µM; % of control where 0% means no effect; nearly all actives have a fitted effect of over 35% in size
#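 Stably transfected U87-MG glioma cells carrying a GRP78-based luciferase sensor; 16 h compound incubation. Luminescence end-point read 10 min after Bright-Glo addition at room temperature.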
# LDHA block: qHTS assay for inhibitors of human lactate dehydrogenase. purified LDHA, NADH/diaphorase-resazurin fluorescence; hits give low values. activity change, % (values are at about 110 or 230 µM). 480,000 compounds, 0.15% hits; in the data active means activity change below about -30%; inconclusive means mostly about -25% to -30%;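 further: plate controls were DMSO wells for no effect and wells without enzyme for full effect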
#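 Remaining NADH was detected by diaphorase (0.133 mg/mL) converting 37 µM resazurin to fluorescent resorufin, read at 0 and 20 minutes. The preceding 5-minute room-temperature reaction used 2 nM LDHA, 0.2 mM sodium pyruvate and 0.06 mM NADH at pH 7.4.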
# Apoferritin bind: qHTS Assay for Identification of Novel General Anesthetics | Ferritin light chain (Equus caballus), P02791 | 350,000 compounds, 0.074% hits | apoferritin/1-aminoanthracene competitive binding, fluorescence | Potency, µM (doses to about 77.5 µM), inactives show at the highest dose activity change, negative = displacement, hits mostly inhibitors | AID 485281, 2010; further: potency means the concentration at half of the fitted maximal effect; on the % scale 0 is the no-effect control and ±100 the full control effect; nearly all actives have a fitted effect of over 20% in size
#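 In PBS, apoferritin at 10 uM is loaded with 1-AMA from a 50% saturated solution. After 10 min of compound exposure at ambient temperature, reduced 535 nm fluorescence indicates probe displacement.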
# Pol iota inh: qHTS for Inhibitors of Polymerase Iota | Potency, µM (titrated, usually from 115 µM), inactives show at the top dose activity, negative = inhibition, most hits filed as inhibitors | 390,000 compounds, 1% hits | Pol iota fluorescent replication assay, 10 min; further: potency means the concentration at half of the fitted maximal effect
#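 Fluorescent replication assay read twice, at 0 min and 10 min after adding 50 nM (final) substrate. Enzyme (10 nM) and compounds were first incubated 15 min at room temperature; enzyme-free buffer wells were negative controls.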
# Starred values were filed as active, the others as inactive; ? = inconclusive; . = not tested or not shown; & = joins results of further samples; [ ] = remark or other dose. Unless noted, the call rests on the fitted dose curve; in most records, active means well fitted curve in the direction sought with a large enough effect; inconclusive means small, poorly fitted or top-dose-only effect, or another doubt; inactive means no such curve, though single readings can be large; an effect the other way counts as inactive or inconclusive. This is a subset; the hit share may differ from the screen's.
SMILES,APEX1 inh,BLM inh,Pol kappa inh,POLH inh,Pol beta inh,GRP78 ERSR act,LDHA block,Apoferritin bind,Pol iota inh
COc1ccc(-c2cc3nc(C)cc(N4CC(C)CC(C)C4)n3n2)cc1 (centres undefined),7%,-12%,-1%,-19%,-18%,3%,4,-9%,-2%
CC(NC(=O)NC12CC3CC(CC(C3)C1)C2)C1CCCO1 (centres undefined),7%,3%,3%,-8%,-1%,-1%,-7,2%,29%
C/C(CC(=O)Nc1cccc(Cl)c1C)=N\NC(=O)C(=O)NCC(C)C,-6%,2%,4%,-13%,43%,-6%,-2,-16%,7%
O=C(Nc1ccccc1F)C(c1ccccc1)N1Cc2ccccc2C1=O (centres undefined),.,-3%,-11%,-26%,-26%,0%,-2,-7%,10%
CN(CC(=O)Nc1ccc(C#N)cc1)Cc1ccc(Cl)cc1Cl,-5%,-8%,0%,-12%,-15%,-8%,0,-12%,1%
CCOc1cc(CNCc2ccccn2)ccc1OCC(=O)NC(C)(C)C,4%,-11%,-2%,-14%,26%,-5%,-2,-4%,7%
CCOCCc1nn2c(=O)cc(COC(=O)c3cccs3)nc2s1,.,5%,25%,6%,3%,-1%,-7,-5%,-2%
CC(c1ccco1)N(Cc1ccco1)C(=O)Nc1ccccc1 (centres undefined),10%,-2%,-5%,-12%,25%,1%,-2,?,22%
Cc1ccc2cccc(S(=O)(=O)N3CCN(c4ccccc4F)CC3)c2n1,7%,-15%,-13%,-18%,?,-2%,-1,-22%,?
Nc1nc(SCC(=O)Nc2ccc(OC(F)(F)F)cc2)[nH]c(=O)c1NC(=O)c1ccc(Br)o1,-6%,-9%,-33%,?,40µM*,-6%,-16,-7%,-11%

# Going on with the list:
SMILES,APEX1 inh,BLM inh,Pol kappa inh,POLH inh,Pol beta inh,GRP78 ERSR act,LDHA block,Apoferritin bind,Pol iota inh
COc1ccc(NC(=O)c2cc(C(=O)Nc3ccc(OC)cc3OC)cc([N+](=O)[O-])c2)c(OC)c1,0%,-1%,-7%,-5%,10%,-2%,-4,-11%,12%
COc1ccc(N(Cc2ccc(N(C)C)cc2)C(=O)c2ccc(S(C)(=O)=O)cc2)cc1,17%,-5%,-9%,-4%,32%,-6%,-1,-11%,10%
C=Cc1cccc(NC(=O)COc2ccccc2)c1,19%,-3%,-1%,-10%,1%,3%,0,-4%,-12%
CNc1oc(/C=C/c2cc(OC)c(OC)c(OC)c2)nc1C#N,.,-1%,-13%,.,-1%,1%,-1,864%[activator],9%
COc1ccc(NC(=O)CN2C(=O)CSC(C)C2=O)c(OC)c1 (centres undefined),1%,-5%,7%,-13%,-14%,-1%,0,-12%,15%
O=C(CCCn1cnc([N+](=O)[O-])n1)Nc1cc(Cl)ccc1O,-4%,-1%,-8%,5%,31%,1%,9,-9%,-12%
CCCC(C)NC(=O)c1sc2nc3n(c(=O)c2c1C)CCC3 (centres undefined),-5%,-2%,-6%,-18%,0%,-2%,0,-10%,36%[activator]
CCc1ccccc1NC(=O)C1CCCN(c2nn3c(=O)cc(C)nc3s2)C1 (centres undefined),20%,3%,8%,-21%,9%,-2%,-5,-8%,17%
COc1cc(NS(=O)(=O)c2ccccc2)ccc1-n1nc(C)cc1C,-6%,1%,-5%,-16%,2%,-5%,9,?,5%
C=CCNC(=S)NNC(=O)c1ccc([N+](=O)[O-])cc1,-5%,-1%,-3%,-17%,13%,2%,-4,-3%,17%

# (further entries)
SMILES,APEX1 inh,BLM inh,Pol kappa inh,POLH inh,Pol beta inh,GRP78 ERSR act,LDHA block,Apoferritin bind,Pol iota inh
O=C1C(CO)C(CO)C(CO)C1CO (centres undefined),.,.,-3%,-11%,.,-2%,-6,.,-29%
COc1cccc(Cn2c(-c3cccs3)noc2=O)c1,-4%,-2%,-15%,-18%,-10%,-1%,-4,1%,-27%
CCOc1ccccc1NC(=O)CSc1nnc(N)s1,.,-6%,-12%,-4%,2%,-2%,-8,-5%,11%
Cc1ccc2cc(C(c3nnnn3Cc3ccccc3)N3CCN(c4ccccc4)CC3)c(=O)[nH]c2c1 (centres undefined),-4%,-7%,-6%,-18%,0%,0%,-12,-24%,0%
CCC(=O)N1c2ccc(S(=O)(=O)NCc3ccco3)cc2CC1C (centres undefined),-3%,-9%,2%,56µM*,0.4µM*,0%,-1,-3%,-1%
COc1nc(C#N)nc(N2CCCC2)n1,.,.,0%,.,.,-4%,-3,.,11%
N#Cc1cccc(NC(=O)Cn2c3[n+](c4ccc(C(F)(F)F)cc42)CCCCC3)c1,4%,-11%,-1%,-8%,-3%,-2%,-20,-16%,16%
CC1Cc2ccccc2N1Cc1ccc([N+](=O)[O-])cc1 (centres undefined),17%,-8%,0%,-15%,0%,-4%,4,-3%,39%[activator]
CC1(C)SC2[C@H](NC(=O)C(NC(=O)N3CCNC3=O)c3ccccc3)C(=O)N2C1C(=O)O (some centres undefined),17%,4%,.,.,-13%,.,.,5%,.
CCCNC(=O)N1CCC(C(=O)c2ccc(Cl)cc2)CC1,1%,-2%,-12%,3%,-19%,2%,-8,-9%,14%

# The final two entries of the part above are carried over, then new ones follow.
SMILES,APEX1 inh,BLM inh,Pol kappa inh,POLH inh,Pol beta inh,GRP78 ERSR act,LDHA block,Apoferritin bind,Pol iota inh
CC1(C)SC2[C@H](NC(=O)C(NC(=O)N3CCNC3=O)c3ccccc3)C(=O)N2C1C(=O)O (some centres undefined),17%,4%,.,.,-13%,.,.,5%,.
CCCNC(=O)N1CCC(C(=O)c2ccc(Cl)cc2)CC1,1%,-2%,-12%,3%,-19%,2%,-8,-9%,14%
Cc1ccc2cc3cc(C(=O)N4CCN(c5ccccc5)CC4)oc3nc2c1,.,0%,-9%[60.1 µM],0%,3%,3%,-1,0%,3%
Cc1ccc2cc(CN(Cc3ccco3)Cc3nnnn3Cc3ccco3)c(=O)[nH]c2c1,.,.,1%,.,.,-4%,5,.,18%
Cc1sc2nc(SCC(=O)N(C)C)[nH]c(=O)c2c1C,6%,-2%,-7%,-16%,?,-5%,-7&4,-6%,16%
C[C@H]1CNC(=O)C(=O)N1C[C@H](Cc1ccc(O)cc1)NC(=O)CC12CC3CC(CC(C3)C1)C2,2%,2%,-17%,-8%,7%,-2%,-10,1%,-16%
O=C1NCCCC1C(=O)N/N=C/c1ccccc1 (centres undefined),2%,-6%,-4%,4%,?,-2%,-1,3%,26%
Cc1cc(C)cc(C(=O)OCC(=O)NC(=O)NC2CCCC2)c1,-10%,.,-9%,-24%,.,-1%,2,.,4%
CC(=O)c1ccc(NC(=O)Cn2nc(N3CCN(c4ccccc4)CC3)ccc2=O)cc1,.,-1%,-13%,-6%,2%,-3%,-4,-18%,10%
Cc1ccc2cc3cc(C(=O)NCc4ccc5c(c4)OCO5)oc3nc2c1,3%,-1%,-10%,-1%,32%,-5%,-17,-11%,24%
N[C@@H](CO)c1nnc([C@H](CC(=O)O)NC(=O)C2CCNCC2)o1,3%,-1%,21%,-4%,50%,-2%,0,-2%,11%
NC(=O)N/N=C1\c2ccccc2-c2c(C(N)=O)cccc21,11%,1%,11%,-12%,-1%,-6%,-1,-10%,-12%

# Continued.
SMILES,APEX1 inh,BLM inh,Pol kappa inh,POLH inh,Pol beta inh,GRP78 ERSR act,LDHA block,Apoferritin bind,Pol iota inh
O=C(CN1CCOCC1)Nc1ncc(Cc2cccc(Cl)c2)s1,-5%,-1%,-17%,1%,15%,0%,-8,5%,17%
O=C(NCCc1nccs1)C1CCC(=O)N(CCc2ccc(Cl)cc2)C1 (centres undefined),1%,1%,-1%,-24%,2%,-5%,-3,-4%,18%
CCOC(=O)c1c(S(=O)(=O)NCC(=O)NCc2ccc(C)cc2)c(C)n(C)c1C,8%,2%&0%,-8%,1%&-1%,-2%&-7%,-3%&1%,-2&-2,-2%&-7%,23%&12%
O=C(CCN1C(=O)CSC1=O)Nc1ccccc1,5%,0%,1%,-11%,-6%,1%,-4,-1%,0%
COc1ccc(NC(=O)COC(=O)CN2C(=O)C3CCCCC3C2=O)cc1OC (centres undefined),1%,.,-12%,-5%,.,?,-3,.,?
Cn1c(=O)c2c(ncn2CC(O)CO)n(C)c1=O (centres undefined),-4%,-2%&-10%,16%,0%,36%[activator],0%&-5%,-3,10%,16%
CCOC(=O)c1c(NC(=O)COc2cc(C)ccc2C(C)C)sc(C)c1C,.,-3%,2%,.,1%,.,-7,-4%,37%[activator]
CCOc1nnc(C)c2c(C)n(-c3cccc(OC)c3)nc12,2%,-9%,-12%,-2%,0%,0%,0,-13%,12%
COc1ccc(NC(=O)C2CCN(C(=O)C3CC(=O)N(c4ccc(C)cc4)C3)CC2)c(OC)c1 (centres undefined),42%,-2%,5%,-13%,-16%,-4%,-4,-8%,-13%
COc1cccc(C(=O)Oc2c(Sc3ccc(C)cc3)c(C)nn2C(C)(C)C)c1OC,.,-7%,-1%,-22%,-5%,-4%,3,0%,-7%

# Next results
SMILES,APEX1 inh,BLM inh,Pol kappa inh,POLH inh,Pol beta inh,GRP78 ERSR act,LDHA block,Apoferritin bind,Pol iota inh
CC1=CCC2C(=O)N(c3ccc(C)c(Br)c3)C(=O)C2C1 (centres undefined),-1%,2%,-26%,-8%,16%,-4%,3,?,-4%
Cn1nc(-c2ccccc2)cc1NC(=O)Nc1ccc(F)cc1,15%,-15%,2%,-9%,1%,8%,5,1%,29%
COc1ccccc1/C=N/NC(=O)c1ccc(NC(=O)c2ccccc2Br)cc1,0%,3%,-6%,-18%,1%,-4%,-4,-15%,7%
CCOCCCNC(=O)c1ccc2nc(-c3ccc(OC)c(OC)c3)c(-c3ccc(OC)c(OC)c3)nc2c1,2%,-8%,-15%,-12%,14%,-5%,0,-15%,179%[activator]
